Bioassay records deposited in PubChem BioAssay by The Scripps Research Institute Molecular Screening Center.
LYPLA2 inh: LYPLA2 inhibitors, primary screen, counter-screen for PME1 inhibitor project, biochemical, fluorescence polarization, FP-Rh probe ABPP; Acyl-protein thioesterase 2 (Homo sapiens), O95372; recombinant LYPLA2; inhibition, % at 5.9 µM; actives 0.38% (n = 320,000); AID 2177, 2009;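 active means inhibition above the screen-wide mean plus 3 SD, limit set per campaign, cut at about 26% in these data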;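 further: 0% = LYPLA2 with DMSO and 100% = wells lacking LYPLA2 enzyme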
Target sequence (O95372 whole entry, looked up): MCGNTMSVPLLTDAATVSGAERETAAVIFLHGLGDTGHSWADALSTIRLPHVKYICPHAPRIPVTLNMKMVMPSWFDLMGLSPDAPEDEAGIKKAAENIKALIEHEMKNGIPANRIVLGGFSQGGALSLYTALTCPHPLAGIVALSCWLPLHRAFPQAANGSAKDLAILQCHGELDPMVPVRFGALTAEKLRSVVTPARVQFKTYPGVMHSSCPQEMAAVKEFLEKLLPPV
PREPL inhibitor: PREPL enzyme inhibitors, primary screen, biochemical, fluorescence polarization. Prolyl endopeptidase-like (Homo sapiens), Q4J6C6. recombinant PREPL, fluorescence polarization activity-based probe. inhibition, % at 5.96 µM. actives 0.68% (n = 320,000). AID 2751, 2010; in the data active means inhibition above about 43%;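 further: 0% = enzyme with DMSO and 100% = wells lacking enzyme; many of its hits are not listed in these tables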
LYPLA1 counter: LYPLA1 inhibitors, primary screen, counter-screen for PME1 inhibitor project, biochemical, fluorescence polarization, FP-Rh probe ABPP. Acyl-protein thioesterase 1 (Homo sapiens), O75608. recombinant LYPLA1. inhibition, % at 5.9 µM. actives 0.16% (n = 320,000);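 active means inhibition above the mean of all tested compounds plus 3 SD, set per campaign, cut at about 14% in these data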;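 further: inhibitors block serine hydrolase probe labeling of LYPLA1 so polarization falls; 0% = enzyme with DMSO and 100% = wells lacking LYPLA1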
Target sequence (O75608 whole entry, looked up): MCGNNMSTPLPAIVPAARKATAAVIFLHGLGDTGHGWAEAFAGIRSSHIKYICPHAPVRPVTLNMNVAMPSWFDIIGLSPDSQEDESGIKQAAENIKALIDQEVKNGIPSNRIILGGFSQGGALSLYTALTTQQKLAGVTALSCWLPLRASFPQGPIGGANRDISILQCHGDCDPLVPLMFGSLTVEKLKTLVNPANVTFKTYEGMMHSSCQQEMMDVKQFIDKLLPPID
pPAFAH FP inh: pPAFAH enzyme inhibitors, primary screen, biochemical, fluorescence polarization, human. recombinant pPAFAH, FP-rhodamine probe fluorescence polarization. actives 1.5% (n = 330,000). inhibition, % at 3.39 µM;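 active means inhibition above the mean inhibition across the screen plus 3 SD, cut at about 25% in these data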;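 further: inhibitors block binding of the rhodamine activity-based probe so polarization drops; 0% = enzyme with DMSO and 100% = wells lacking pPAFAH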
PAFAH1B2 inh: PAFAH1B2 enzyme inhibitors, primary screen, biochemical, fluorescence polarization, human; recombinant PAFAH1B2, FP-rhodamine activity probe; inhibition, % at 3.39 µM; actives 1.2% (n = 340,000); AID 492953, 2010;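 active means inhibition above the mean of all tested compounds plus 3 SD, cut at about 24% in these data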;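 further: 0% = enzyme with DMSO and 100% = wells lacking PAFAH1B2; many of its hits are not listed in these tables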
Target sequence (P68402 whole entry, looked up): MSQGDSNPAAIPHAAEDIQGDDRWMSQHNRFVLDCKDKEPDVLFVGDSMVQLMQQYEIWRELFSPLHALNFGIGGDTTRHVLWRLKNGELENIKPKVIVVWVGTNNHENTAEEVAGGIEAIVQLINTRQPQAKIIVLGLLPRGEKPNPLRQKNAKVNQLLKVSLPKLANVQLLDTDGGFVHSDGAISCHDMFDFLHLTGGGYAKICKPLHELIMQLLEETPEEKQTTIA
ZTA counter: ZTA (EBV) inhibition in EBNA-1 counter-screen; P03206; actives 0.15% (n = 320,000); AID 2234; inhibition, % at 11 µM; ZTA-DNA binding, fluorescence polarization; in the data active means inhibition above about 33%
PAFAH1B3 FP inh: PAFAH1B3 enzyme inhibitors, primary screen, biochemical, fluorescence polarization, human; Platelet-activating factor acetylhydrolase IB subunit alpha1 (Homo sapiens), Q15102; recombinant PAFAH1B3, FP-rhodamine probe; inhibition, % at 3.39 µM; actives 0.28% (n = 340,000); AID 492972, 2010;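 active means inhibition above the screen-wide average of all tested compounds plus 3 SD, cut at about 25% in these data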;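 further: 0% = enzyme with DMSO only and 100% = wells lacking PAFAH1B3 protein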
Target sequence (Q15102 whole entry, looked up): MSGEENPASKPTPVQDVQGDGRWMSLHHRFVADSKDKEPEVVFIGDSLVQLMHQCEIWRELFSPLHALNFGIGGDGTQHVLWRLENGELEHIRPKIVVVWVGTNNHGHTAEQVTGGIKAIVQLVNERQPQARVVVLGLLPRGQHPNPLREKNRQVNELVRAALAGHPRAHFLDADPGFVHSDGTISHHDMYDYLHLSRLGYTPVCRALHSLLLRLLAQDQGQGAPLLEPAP
PAFAH2 FP inh: PAFAH2 enzyme inhibitors, primary screen, biochemical, fluorescence polarization, human; actives 0.99% (n = 340,000); inhibition, % at 3.39 µM; AID 492956, 2010; recombinant PAFAH2, FP-rhodamine activity probe; Platelet-activating factor acetylhydrolase 2, cytoplasmic (Homo sapiens), Q99487;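 active means inhibition above the mean over all tested compounds plus 3 SD, cut at about 30% in these data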;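 further: inhibitors block probe labeling of enzyme so polarization drops; 0% = enzyme with DMSO and 100% = wells lacking PAFAH2 protein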
EBNA-1 inhibitor: EBNA-1 DNA-binding inhibitors, primary screen, biochemical, fluorescence polarization; AID 1950, 2009; inhibition, % at 14.8 µM; actives 0.34% (n = 300,000); in the data active means inhibition above about 28%
An asterisk follows results filed as active; · = not tested or not shown. Not all compounds are listed; rates above refer to the full screens.

SMILES	LYPLA2 inh	PREPL inhibitor	LYPLA1 counter	pPAFAH FP inh	PAFAH1B2 inh	ZTA counter	PAFAH1B3 FP inh	PAFAH2 FP inh	EBNA-1 inhibitor
CCN(CC1CCCO1)C(=O)c1cc(COc2ccc(OC)cc2Cl)on1 (stereo unspecified)	0	23	-4	0	0	-7	2	-6	-15
CCOc1ncccc1C(=O)N1CCN(S(=O)(=O)c2ccc(Br)cc2Cl)CC1	6	2	3	3	7	9	6	-3	7
N#Cc1ccccc1NC(=O)COC(=O)c1ccc2c(c1)OCO2	6	8	0	4	4	7	8	62*	·
COc1ccc(C(=O)NCC(=O)OCC(=O)NC2CCCC2)cc1	2	3	2	3	3	0	2	22	-3
CCCCN(CC)CCNC(=O)c1[nH]c(C)c(C(C)=O)c1C	-5	-1	-3	5	-1	13	2	-8	-4
COCCCNC(=O)Cn1c(=O)n(CC(=O)N2CCCCC2)c(=O)c2sccc21	2	-6	1	0	4	-12	6	-2	1
Cc1cccc(C)c1OCc1n[nH]c(=S)n1-c1ccccc1	-1	0	-2	2	2	-7	8	5	-8
C=CCc1cccc(C=Nc2cc(Br)ccc2O)c1O	-1	13	0	13	1	8	9	3	-1
CCOC(=O)c1c(C)[nH]c(C)c1C(=O)CSc1nnnn1-c1ccccc1	-14	10	-1	2	-3	-9	13	-6	-3
O=[N+]([O-])c1ccc(S(=O)(=O)Nc2nnc(C(F)(F)F)s2)cc1	1	-9	-2	6	6	-10	3	1	0
COc1ccc(S(=O)(=O)NC(CC(=O)NC2CCCC2)c2ccco2)cc1 (stereo unspecified)	-1	-5	3	6	2	-1	-2	5	6
Cc1cccc(N/N=C(\C#N)S(=O)(=O)C(C)(C)C)c1	-4	0	1	12	7	12	3	-2	7
COc1ccc(OC)c(C2=CC(=O)C[C@H](c3ccc4c(c3)OCO4)C2)c1	7	15	0	8	7	-18	4	16	·
COc1ccc(/C=N/NC(=O)c2cc(-c3cccc(C)c3)nc3ccccc23)cc1O	-30	1	-18	-5	6	-18	14	4	-6
CC(c1ccccc1)N(C)C(=O)CSc1nnc(C2CC2)n1C1CC1 (stereo unspecified)	-2	11	-1	-2	2	-7	7	3	·
COc1ccc(-c2nc(SCc3ccccc3)n(S(C)(=O)=O)n2)cc1	0	-4	1	2	-1	17	6	9	7
N#Cc1c(N)nc(-c2ccccc2)nc1-c1ccccc1	-4	-17	0	-15	-5	14	0	6	-8
COc1ccc(N2C(S)=C(C#N)C(=O)NC2c2ccco2)cc1 (stereo unspecified)	5	0	0	6	-4	-2	1	11	-2
O=C(CN(Cc1ccccc1)S(=O)(=O)c1ccccc1)N/N=C/c1ccc2c(c1)OCO2	-6	-25	-5	2	-2	-2	3	7	6
Cc1[nH]n(-c2ncc(-c3ccccc3)s2)c(=O)c1C(c1ccc(Cl)cc1)C(C#N)C#N (stereo unspecified)	-6	1	-6	27*	8	-2	14	29	-17
Cn1c(=O)oc2cc(S(=O)(=O)N3CCN(C(=O)c4ccco4)CC3)ccc21	5	8	2	7	1	13	6	11	-2
O=C(CN(C1CCCCC1)S(=O)(=O)c1ccc(Cl)cc1)NCCCO	-1	6	2	2	5	-8	5	6	2
NC(C(=O)O)C1CC(Cl)=NO1 (stereo unspecified)	1	-5	0	0	·	-22	·	·	3
c1ccc(N2CCCCC2)c(Nc2nc3ccccc3n3cnnc23)c1	0	21	6	10	1	6	1	0	4
CCCCNC(=S)NNC(=O)c1csc(C)c1CC	-4	0	-3	4	-2	-2	2	-7	7
Cc1occc1C(=O)N1CCCC(N2CCN(c3cccc(Cl)c3)CC2)C1 (stereo unspecified)	10	19	3	2	5	4	-1	-3	3
NNC(=O)c1oc2nc(-c3ccccc3)cc(-c3ccco3)c2c1N	-7	39	-10	37*	·	6	·	·	5
COc1ccc(NC(=S)NC(NC(=O)c2cccc3ccccc23)C(Cl)(Cl)Cl)c([N+](=O)[O-])c1 (stereo unspecified)	-57	-12	-34	-26	-18	-15	-25	-36	-2
O=C(OC(C(=O)NCc1ccco1)C(OC(=O)c1ccccc1)C(=O)NCc1ccco1)c1ccccc1 (stereo unspecified)	-1	-8	2	3	3	2	0	-3	5
Nn1c(COc2ccccc2F)nnc1SCC(=O)NC1CCS(=O)(=O)C1 (stereo unspecified)	4	-7	2	-1	6	6	4	3	7
Cc1ccccc1S(=O)(=O)Cc1ccc(C(=O)NCCN(Cc2ccccc2)C(C)C)o1	-2	-20	-1	3	2	-5	2	-3	-7
C[C@]12c3[nH]c4cc(-c5ccco5)ccc4c3CCN1C(=O)[C@@H](CC(=O)NCC13CC4CC(CC(C4)C1)C3)C[C@@H]2C(=O)N1CCCCC1	·	·	·	16	3	·	4	-4	·
O=C(COc1ccccc1Cl)NCCNC(=O)c1ccccn1	-2	5	2	3	3	-11	4	4	-11
COc1ccc(NS(=O)(=O)c2cc3c(cc2C)NC(=O)CO3)c(OC)c1	-2	3	-3	-3	3	1	-1	-5	-6
Cc1cc(C(=O)CN2C(=O)NC3(CCCc4sccc43)C2=O)c(C)n1-c1ccccc1 (stereo unspecified)	3	1	-1	20	7	9	-1	-1	10
O=C(O)Cc1ccc(-c2ccccc2)cc1	·	6	·	-2	-1	·	-4	0	·

Single records, from the list above. Values in the order: LYPLA2 inh | PREPL inhibitor | LYPLA1 counter | pPAFAH FP inh | PAFAH1B2 inh | ZTA counter | PAFAH1B3 FP inh | PAFAH2 FP inh | EBNA-1 inhibitor
Results for O=C(OC(C(=O)NCc1ccco1)C(OC(=O)c1ccccc1)C(=O)NCc1ccco1)c1ccccc1 (stereo unspecified) → -1 | -8 | 2 | 3 | 3 | 2 | 0 | -3 | 5
Results for COc1ccc(NS(=O)(=O)c2cc3c(cc2C)NC(=O)CO3)c(OC)c1 → -2 | 3 | -3 | -3 | 3 | 1 | -1 | -5 | -6
Results for Cc1cc(C(=O)CN2C(=O)NC3(CCCc4sccc43)C2=O)c(C)n1-c1ccccc1 (stereo unspecified) → 3 | 1 | -1 | 20 | 7 | 9 | -1 | -1 | 10

(further entries)
SMILES	LYPLA2 inh	PREPL inhibitor	LYPLA1 counter	pPAFAH FP inh	PAFAH1B2 inh	ZTA counter	PAFAH1B3 FP inh	PAFAH2 FP inh	EBNA-1 inhibitor
N#CCC(=O)Nc1ccc(C(=O)OCC(=O)c2ccc3c(c2)OCO3)cc1	-9	-3	-14	19	-5	-6	1	6	-14
Cc1nc2cc(Cl)ccc2c(=O)n1Cc1ccncc1	8	0	2	0	7	-5	-1	-1	-6
CC(C)OC(=O)Nc1ccc2c(c1)N(C(=O)CCN1CCOCC1)c1ccccc1CC2	4	6	-2	-3	4	-7	-1	-3	-1
N#C/C(=C(/O)COC(=O)COc1ccc(Cl)cc1)c1nc2ccccc2[nH]1	-21	2	-9	7	1	10	-14	-12	2
O=C(OCCCCN1C(=O)c2ccccc2C1=O)c1n[nH]c2ccccc12	-1	-36	-3	2	-1	5	5	-2	-7
Cn1c(CO)cnc1SCC(=O)c1ccc(Cl)cc1	-12	2	-4	-5	-1	7	2	6	-12
CCCCCCCCCc1nc2sc3c(c2c(=O)n1NC(=O)c1ccc([N+](=O)[O-])cc1)CC(C)(C)OC3	-14	-1	-14	12	2	4	2	9	-11
O=C(NCCc1ccc(Cl)cc1Cl)c1cncc(Br)c1	7	4	0	4	13	-1	5	0	-3
C=CCc1cccc(CNc2nc3ccccc3n2CCN2CCOCC2)c1O	1	7	-6	14	-8	-1	4	1	-12
COC(=O)CN1C(CN2CCOCC2)=Nc2ccc(Br)cc2C1c1ccccc1 (stereo unspecified)	0	7	-1	5	·	-10	·	·	-2
COc1ccc(/C=C2\CCc3ccccc3C2=O)cc1Cn1cccn1	0	30	-7	7	1	15	-8	10	-5
O=C(CNC(=O)c1sc2ccccc2c1Cl)Nc1ccccc1F	-3	7	-1	1	0	3	6	1	1
C=CCn1c(-c2ccc(OC)c(OC)c2)cs/c1=N\c1ccccn1	-2	-1	-3	3	3	-2	3	3	-2
CCNS(=O)(=O)c1ccc(C(=O)Nc2ccccc2)cc1	-3	4	0	6	3	6	3	6	6
COc1ccccc1CC(=O)NCc1ccc2c(c1)OCO2	1	2	1	0	-2	-1	5	1	-12
CCOc1ccc2c(c1)C(C)=CC(C)(C)N2S(=O)(=O)c1ccc(NC(C)=O)cc1	-7	14	-7	3	2	-2	6	-1	6
CC(NC(=O)/C(C#N)=C/c1ccc(OCC(=O)O)cc1)c1ccccc1 (stereo unspecified)	-5	9	-5	-3	13	-8	9	3	-5
COc1ccc(C2=CC(=O)CC(c3ccc(F)cc3)C2)cc1 (stereo unspecified)	9	0	0	2	2	-1	9	0	0
CC(=O)c1cccc(CN2CCCC(C(=O)Nc3ccc(-c4ccco4)cc3)C2)c1 (stereo unspecified)	-5	12	-6	13	-2	17	-5	-8	0
O=C(O)c1cc([N+](=O)[O-])ccc1N1CCCCC1	-4	4	-2	1	4	5	-6	-4	8
CCCCOc1ccc(/C=c2\sc3ncnn3c2=O)cc1	2	5	2	5	2	16	4	-3	11
CC(C)CC(=O)NC(NCC1CCCO1)C(Cl)(Cl)Cl (stereo unspecified)	-4	14	0	2	-2	-7	7	5	-6
Nc1ncnc(Nc2cccc(F)c2)n1	0	-1	2	5	5	9	7	4	0
O=C(CSCc1ccccc1Cl)NN1C(=O)c2ccccc2C1=O	-2	-13	-3	6	0	-12	4	9	13
Cc1[nH]c2ccccc2c1C(=O)COC(=O)Cn1c(C)nc2ccccc21	7	-7	5	-8	1	2	15	5	-2
Cc1c(N2C(=O)/C(=C3/C(=O)N(C)c4ccccc43)SC2=S)c(=O)n(-c2ccccc2)n1C	-5	0	-1	0	-5	11	5	-1	9
COc1cccc2cc(C(=O)C3=C(O)C(=O)N(CCN4CCOCC4)C3c3ccc(C(C)(C)C)cc3)oc12 (stereo unspecified)	-5	53*	-6	9	6	11	6	13	-7
Cc1c(Br)ccc(NC(=O)c2ccccc2[N+](=O)[O-])c1C	7	7	-2	-1	0	-2	-1	1	4
O=C1CN(C(=O)c2ccc(Cl)nc2)c2ccccc2N1	13	23	3	1	3	-6	-2	-1	9
COc1ccccc1Nc1nnc(SCc2cc(=O)n3ccsc3n2)s1	11	7	3	6	4	-1	2	0	4
COc1ccc(C2=NO[C@H]3C[C@](C(=O)NC(C)C)(S(=O)(=O)c4ccccc4)C[C@@H]23)cc1	3	-5	-3	-3	-3	13	7	0	1
O=C(Nc1nc(-c2ccccn2)cs1)C1CCCC1	8	-5	4	4	0	7	7	7	7
CCCOc1ccc(/C(O)=C2/C(=O)C(=O)N(CCN(C)C)C2c2ccncc2)cc1 (stereo unspecified)	0	-3	0	0	1	-4	7	2	11
CCOc1ccc(/C=N/NC(=O)c2cc3c(OC)cc(OC)c(OC)c3[nH]2)cc1	6	31	-4	21	6	-5	14	-9	-13
O=C(NCCc1ccccc1)c1ccccc1[N+](=O)[O-]	3	-1	-2	2	1	7	2	-5	-3
O=C(NNC(=O)c1ncc(Cl)c(Cl)c1Cl)c1ccc(F)cc1	-7	4	0	-5	2	16	0	8	0
Cc1cccn2cc(CCNC(=O)c3ccc(Br)o3)nc12	-1	-8	-2	-13	6	-8	3	6	-8
Cc1ccsc1C(=O)C1CCCN(Cc2cccn2-c2ccc(Cl)cn2)C1 (stereo unspecified)	2	-11	-1	6	3	0	0	-6	1
O=C(Cn1c(SCC(=O)N2CCc3ccccc32)nc2ccccc21)NC1CCCC1	1	-4	-2	-2	2	-2	-2	-2	15
